Screening data from PubChem.
BaF3 parental – parental Ba/F3 viability inhibition as JAK2V617F counter-screen; CellTiter-Glo ATP luminescence; inhibition, % at 5.6 µM; 220,000 tested, 1.1% active;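 active = inhibition above a per-campaign cutoff, the mean inhibition of all tested compounds plus 3 SD, cut at about 27% in these data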;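 note: 0% = DMSO wells and 100% = JAK Inhibitor I control wells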
p97 inhibitor – blocks human p97 ATPase activity; recombinant p97 ATPase, Kinase-Glo ATP luminescence, 3 h; inhibition, % at 8 µM; 220,000 tested, 0.42% active; P55072; in the data active = inhibition above about 15%;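 note: 0% = DMSO vehicle and 100% = wells lacking enzyme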
NCF1 inh – p47phox (human) inhibition | p47phox/p22phox peptide binding, fluorescence polarization, 2 h | P14598 | inhibition, % at 24.7 µM | 220,000 tested, 0.53% active;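 active = inhibition above about 30%, limit read from the data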;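 note: 0% = p47phox with labelled peptide and 100% = labelled peptide alone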
Target sequence (P14598 whole entry, looked up): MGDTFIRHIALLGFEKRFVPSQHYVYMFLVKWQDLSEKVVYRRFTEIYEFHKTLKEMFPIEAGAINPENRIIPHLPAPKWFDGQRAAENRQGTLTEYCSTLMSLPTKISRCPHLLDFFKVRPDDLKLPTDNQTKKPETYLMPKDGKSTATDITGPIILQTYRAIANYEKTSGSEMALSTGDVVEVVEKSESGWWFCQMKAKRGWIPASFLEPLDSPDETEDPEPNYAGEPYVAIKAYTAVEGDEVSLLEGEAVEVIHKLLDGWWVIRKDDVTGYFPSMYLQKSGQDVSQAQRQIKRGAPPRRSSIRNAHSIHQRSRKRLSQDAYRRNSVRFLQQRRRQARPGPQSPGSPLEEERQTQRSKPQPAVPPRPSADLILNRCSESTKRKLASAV
RBBP9 inhibitor – inhibitors of human serine hydrolase RBBP9; O75884; recombinant RBBP9, FP-Rh probe fluorescence polarization; inhibition, % at 7.94 µM; 220,000 tested, 0.2% active; AID 1515;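 active = inhibition above the campaign mean of all tested compounds plus 3 SD, cut at about 14% in these data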;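 note: plate controls were DMSO wells with RBBP9 for no effect and wells lacking RBBP9 protein for full effect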
Target sequence (O75884 whole entry, looked up): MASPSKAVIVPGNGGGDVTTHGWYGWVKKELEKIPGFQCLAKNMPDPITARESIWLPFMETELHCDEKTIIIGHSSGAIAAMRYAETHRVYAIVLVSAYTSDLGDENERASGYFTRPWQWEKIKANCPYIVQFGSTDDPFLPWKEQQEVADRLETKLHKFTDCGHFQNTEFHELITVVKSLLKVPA
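System: RBBP9 protein / Quantity: 2.5 µM RBBP9 dispensing solution, before mixing / Also added: Serine-hydrolase probe FP-Rh, 375 nM pre-mixing / Dosing: 7.94 µM single dose, 0.794% DMSO / Timing: enzyme-compound preincubation 30 min, then probe labeling 45 min, 25 °C / Signal: FP readout at 525/598 nm / Controls: DMSO-treated enzyme wells and wells lacking RBBP9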
EP2 antag – inhibitors of human EP2 prostaglandin E2 receptor; inhibition, % at 25 µM; C6 glioma cells expressing human EP2, cAMP TR-FRET; cells stimulated with saturating PGE2; 260,000 tested, 0.52% active;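 active = percent inhibition above 40 after rounding to a whole number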;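 note: rat C6 glioma host cells with rolipram phosphodiesterase inhibitor present; the protocol text gives 20 µM as final concentration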
Ba/F3 V617F tox – loss of viability in JAK2V617F-driven Ba/F3 cells | Ba/F3 EpoR-JAK2V617F viability, ATP luminescence | inhibition, % at 5.6 µM | 220,000 tested, 1.1% active | AID 1446;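 active = inhibition above the campaign mean plus 3 SD over all tested compounds, cut at about 24% in these data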;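 note: cytokine-independent growth of Ba/F3 cells driven by EpoR plus mutant JAK2; 0% = DMSO-treated cells and 100% = JAK inhibitor I control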
Furin inhibitor – inhibitors of human furin | P09958 | 220,000 tested, 0.061% active | AID 463115 | inhibition, % at 30 µM | purified furin, fluorogenic substrate cleavage; in the data active = inhibition above about 25%; note: inactives centre near -15
PPC-1+TRAIL kill – kills PPC-1 cancer cells in the presence of TRAIL; PPC-1 cells + TRAIL, ATPLite viability luminescence; cell killing (% activity), % at 4 µM; 220,000 tested, 0.41% active;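 active = cell killing above 50% in the first pass at 4 µM, then a duplicate retest at 5 µM averaging 50% or more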;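 note: plate controls were cells with TRAIL plus DMSO for no effect and medium-only wells lacking cells for full effect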
TbHK1 inh – T. brucei hexokinase 1 inhibition. AID 1430. recombinant TbHK1, G6PDH-coupled NADH A340. 220,000 tested, 0.11% active. inhibition, % at 10 µM;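 active = inhibition of 50% or more in the single-dose primary screen; inactive = inhibition below 50%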
The depositor's hits bear a star; & = joins results of further samples; [ ] = another dose, or the depositor's remark. These rows are one share of the data; count on the stated rates, not on these rows.

SMILES	BaF3 parental	p97 inhibitor	NCF1 inh	RBBP9 inhibitor	EP2 antag	Ba/F3 V617F tox	Furin inhibitor	PPC-1+TRAIL kill	TbHK1 inh
COc1cc(C2C(C(=O)c3ccco3)=C(O)C(=O)N2c2cc(C)on2)cc(Br)c1O (stereo unspecified)	3	3	-2	-8	6	-1	-20	-6	-7
O=C(Nc1ccccc1)c1cc([N+](=O)[O-])ccc1NC1CCCCC1	3	5	-20	5	3	-3	-18	11	2
COc1ccc(NC(=S)NNC(=O)Cn2nc(C(F)F)cc2C(F)F)cc1	-1	-5	5	-10	2	0	-10	-2	-6
O=C(COc1ccccc1)Nc1cccc(-c2nc3cc4ccccc4cc3[nH]2)c1	13	-15	-30	-66	16	8	-13	37	-19
COc1cc(NC(=O)c2ccc([N+](=O)[O-])o2)ccc1NC(=O)c1cccs1	5	0	-6	-1	33	4	-23	23	-12
CCOC(=O)CCSc1nc(-c2ccc3c(c2)OCO3)cc(C(F)(F)F)c1C#N	2	5	-24	3	12	-2	-25	17	-1
COc1ccc(C(=O)NCC(=O)NC2=NCCS2)cc1	-2	4	-17	2	15	-3	-11	13	-5
CCn1c(=O)c(C(C)=O)c(O)c2ccccc21	9	2	-7	-2	5	5	-11	-3	-4
C=CCc1ccccc1OCC(O)CN1CCN(C(=O)OCC)CC1 (stereo unspecified)	3	-9	-4	-8	17	3	-13	8	3
O=C(COc1ccc(S(=O)(=O)N2CCOCC2)cc1)NC1CCCC1	4	3	-2	-4	5	-5	-20[20 µM]	-14	3
O=C(N/N=C/c1ccc(N2CCOCC2)cc1)c1ccccc1OCCOc1ccccc1	3	2	-59	-7	7	5	-6	10	-20
CN1/C(=C\C(=O)Nc2ccc(F)cc2)C(C)(C)c2ccccc21	1	8	-42	0	11	-2	-25	2	-25
CCOC(=O)C1=C(C)NC(=O)NC1c1ccc2c(c1)OCO2 (stereo unspecified)	-1	5	1	-8	6	-5	-19[20 µM]	47	6
CCCCC(CC)CNC(=O)C(=O)c1ccccc1NC(C)=O (stereo unspecified)	4	-2	-12	-6	6	1	-7	1	0
COC(=O)CC1C(=O)NCCN1C(=O)CSc1nnnn1-c1ccc(Cl)cc1 (stereo unspecified)	4	6	-2	5	13	4	-27	6	-5
Nc1nc(N)nc(-c2ccccc2)n1	1	5	4	-3	9	-3	-18[20 µM]	6	3
CC1(C)Cc2nc3oc4c(N(CCO)Cc5ccccc5)ncnc4c3cc2CO1	3	5	0	-5	4	-1	-9	-19	-12
CCSc1nc2ccccc2[nH]1	4&0	4&3	0&-6	0&-4	10&8	-3&-2	-18&-18[20 µM]	13&8	11&22
CCCN1C(=O)C(O)(CC(=O)c2ccc3c(c2)OCCO3)c2ccccc21 (stereo unspecified)	4	-8	-8	-7	12	1	-18[20 µM]	10	0
CCOC(=O)C1CCN(C(=O)Nc2ccc(OCc3ccccc3)cc2)CC1	0	3	44*	-1	7	4	-9	7	-5
O=C(COc1ccc(-c2nnco2)cc1)NCc1ccccc1Cl	5	-1	-6	-5	9	0	-10	1	-2
CC1CCCN(CCOCCOc2ccc(Br)cc2Cl)C1 (stereo unspecified)	9	2	-6	-6	5	2	-20	-2	1
O=C(Nc1ncn[nH]1)C(F)(F)C(F)F	2	5	-5	-3	10	-3	-19[20 µM]	27	23
CCSc1ccccc1C(=O)N=C1NC(=O)CC2C(=O)NCCN12 (stereo unspecified)	5	4	-6	-3	5	-1	-25	21	-3
CCOC(=O)N1CCN(C(=O)/C(=C/c2cccs2)NC(=O)c2cccs2)CC1	5	10	0	4	13	-2	-14	6	-26
COC(=O)c1ccc2nc(-c3ccc4c(c3)OCO4)cn2c1	5	-1	-25	2	12	0	-20	63*[5 µM]	-1
Cc1nnc(SCCC#N)n(CCC#N)c1=O	1	2	3	0	6	-4	-10[20 µM]	23	-6
CCOC(=O)CC(=O)Nc1ccccc1C(=O)O	1	2	-3	-4	10	2	-24	4	1

At a glance, part of the list above.
SMILES	BaF3 parental	p97 inhibitor	NCF1 inh	RBBP9 inhibitor	EP2 antag	Ba/F3 V617F tox	Furin inhibitor	PPC-1+TRAIL kill	TbHK1 inh
CCOC(=O)C1=C(C)NC(=O)NC1c1ccc2c(c1)OCO2 (stereo unspecified)	-1	5	1	-8	6	-5	-19[20 µM]	47	6
CCCCC(CC)CNC(=O)C(=O)c1ccccc1NC(C)=O (stereo unspecified)	4	-2	-12	-6	6	1	-7	1	0
COC(=O)CC1C(=O)NCCN1C(=O)CSc1nnnn1-c1ccc(Cl)cc1 (stereo unspecified)	4	6	-2	5	13	4	-27	6	-5
Nc1nc(N)nc(-c2ccccc2)n1	1	5	4	-3	9	-3	-18[20 µM]	6	3
CC1(C)Cc2nc3oc4c(N(CCO)Cc5ccccc5)ncnc4c3cc2CO1	3	5	0	-5	4	-1	-9	-19	-12
CCSc1nc2ccccc2[nH]1	4&0	4&3	0&-6	0&-4	10&8	-3&-2	-18&-18[20 µM]	13&8	11&22
CCCN1C(=O)C(O)(CC(=O)c2ccc3c(c2)OCCO3)c2ccccc21 (stereo unspecified)	4	-8	-8	-7	12	1	-18[20 µM]	10	0
CCOC(=O)C1CCN(C(=O)Nc2ccc(OCc3ccccc3)cc2)CC1	0	3	44*	-1	7	4	-9	7	-5
O=C(COc1ccc(-c2nnco2)cc1)NCc1ccccc1Cl	5	-1	-6	-5	9	0	-10	1	-2
CC1CCCN(CCOCCOc2ccc(Br)cc2Cl)C1 (stereo unspecified)	9	2	-6	-6	5	2	-20	-2	1
O=C(Nc1ncn[nH]1)C(F)(F)C(F)F	2	5	-5	-3	10	-3	-19[20 µM]	27	23
CCSc1ccccc1C(=O)N=C1NC(=O)CC2C(=O)NCCN12 (stereo unspecified)	5	4	-6	-3	5	-1	-25	21	-3
CCOC(=O)N1CCN(C(=O)/C(=C/c2cccs2)NC(=O)c2cccs2)CC1	5	10	0	4	13	-2	-14	6	-26
COC(=O)c1ccc2nc(-c3ccc4c(c3)OCO4)cn2c1	5	-1	-25	2	12	0	-20	63*[5 µM]	-1
Cc1nnc(SCCC#N)n(CCC#N)c1=O	1	2	3	0	6	-4	-10[20 µM]	23	-6
CCOC(=O)CC(=O)Nc1ccccc1C(=O)O	1	2	-3	-4	10	2	-24	4	1
